EWS-Fli inh – EWS/Fli transcriptional activity inhibition; inhibition, % at 12.6 µM; hit rate 0.67% among 350,000; A673 NR0B1-luciferase reporter, viability-normalised; AID 651661;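 active means mean inhibition of at least 50% after viability correction, with every replicate also passing that limit; inconclusive means mean reaches 50% but only one of two replicates passes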;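 further: firefly luciferase signal divided by Alamar Blue viability fluorescence both relative to DMSO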
ERAP1 inh – ERAP1 (human) enzyme inhibition. Q9NZ08. recombinant ERAP1, Leu-AMC fluorescence, 60 min. inhibition, % at 10.7 µM. hit rate 0.15% among 340,000. AID 652197;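 active means mean replicate inhibition of at least 30%, or all replicates individually reaching that 30% level; inactive means mean below 30% and not every replicate reaching it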;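 further: 0% = neutral control wells and 100% = L-leucinethiol positive control wells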
Target sequence (Q9NZ08 whole entry, looked up): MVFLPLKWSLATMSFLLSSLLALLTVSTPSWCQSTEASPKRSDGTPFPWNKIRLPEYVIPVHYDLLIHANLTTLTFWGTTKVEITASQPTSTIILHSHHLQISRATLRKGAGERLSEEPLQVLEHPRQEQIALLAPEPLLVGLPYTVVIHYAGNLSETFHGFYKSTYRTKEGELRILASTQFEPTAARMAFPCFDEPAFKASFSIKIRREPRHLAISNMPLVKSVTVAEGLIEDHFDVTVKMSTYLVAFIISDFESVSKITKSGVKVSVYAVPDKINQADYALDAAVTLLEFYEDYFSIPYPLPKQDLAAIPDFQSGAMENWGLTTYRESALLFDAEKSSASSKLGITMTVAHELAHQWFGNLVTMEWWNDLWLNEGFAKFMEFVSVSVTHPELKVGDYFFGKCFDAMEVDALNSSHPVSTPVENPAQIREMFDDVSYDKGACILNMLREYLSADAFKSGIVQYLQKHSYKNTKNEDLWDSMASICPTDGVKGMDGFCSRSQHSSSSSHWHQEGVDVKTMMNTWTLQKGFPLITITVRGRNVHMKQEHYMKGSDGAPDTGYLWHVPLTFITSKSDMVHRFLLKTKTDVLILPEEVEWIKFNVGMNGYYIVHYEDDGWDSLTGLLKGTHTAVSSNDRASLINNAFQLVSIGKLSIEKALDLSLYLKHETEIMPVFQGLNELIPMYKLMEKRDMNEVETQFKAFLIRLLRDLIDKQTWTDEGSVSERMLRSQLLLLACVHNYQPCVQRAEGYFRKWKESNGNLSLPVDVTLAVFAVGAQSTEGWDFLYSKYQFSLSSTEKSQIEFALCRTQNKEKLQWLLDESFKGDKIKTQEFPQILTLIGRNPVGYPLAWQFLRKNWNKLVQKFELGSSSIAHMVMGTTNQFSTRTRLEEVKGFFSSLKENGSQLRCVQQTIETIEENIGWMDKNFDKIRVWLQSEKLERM
PAX8 inh HTS – inhibitors of PAX8 transcriptional activity in RMG-I cells; RMG-I TPO-luciferase reporter, SteadyGlo, 24 h; inhibition, % at 12.6 µM; hit rate 1.2% among 360,000;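 active means mean replicate inhibition at least 60% with every replicate also reaching 60%; inconclusive means only one of the two criteria is met; inactive means mean below 60% and not all replicates reaching 60%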;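 further: luciferase light reporting Pax8 driven TPO promoter activity; plate controls were median of neutral control wells for no effect and mitoxantrone controls for full effect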
PGC1a acetyl inh – modulators of PGC1a acetylation; U2OS PGC1a acetylation, AlphaScreen anti-acetyl-lysine; with virally co-expressed GCN5 acetyltransferase; hit rate 0.17% among 350,000; AID 651687; inhibition, % at 15.6 µM;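 active means every replicate shows inhibition of at least 40%; inconclusive means mean inhibition at least 40% but some replicate below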;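 further: 0% = neutral control wells and 100% = positive control wells; some results beyond the cut were filed as inactive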
LGR2 antag – Drosophila LGR2 receptor signaling inhibition; HEK293 LGR2, CRE-luciferase, bursicon-stimulated, 4 h; inhibition, % at 9.99 µM; hit rate 0.35% among 380,000;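 active means drop in luminescence signal, shown as inhibition above about 50% in the replicate tests, limit read from the data, passing the limit was not always enough; inconclusive means probably only some replicates passing the limit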;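 further: agonist challenge used bursicon conditioned medium at about half maximal strength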
FN deposition inh – fibronectin deposition inhibition. AH1F fibroblasts, Alexa488-fibronectin deposition fluorescence, overnight. inhibition, % at 12.6 µM. hit rate 0.086% among 350,000. AID 743247;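 active means mean inhibition across replicates of 30% or more, regardless of how many single replicates reach that level; inconclusive means mean under 30% yet at least half of replicates reach 30%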;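 further: positive control wells lacked labelled fibronectin entirely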
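Material: AH1F fibroblasts assembling fluorescent fibronectin matrix; amount: 10000 AH1F cells/well; medium: DMEM, 2% serum; reagent: Alexa488-fibronectin, 24 nM final in well; dosing: single compound dose, delivered by pin transfer; incubation: 1 h adhesion, overnight exposure; detection: fluorescence after three HBSS washes, excitation 485 nm, emission 525 nm; measure: fibronectin deposition inhibition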
S100A4 MyoIIA – S100A4-myosin IIA interaction inhibition; P26447; S100A4/TAMRA-MyoIIA peptide fluorescence polarization; inhibition, % at 10.7 µM; hit rate 0.14% among 360,000;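 active means mean inhibition of at least 70% across replicates, with every replicate also reaching that level; inconclusive means mean inhibition reaches 70% but some replicates fall short; inactive means mean inhibition below 70%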
Target sequence (P26447 whole entry, looked up): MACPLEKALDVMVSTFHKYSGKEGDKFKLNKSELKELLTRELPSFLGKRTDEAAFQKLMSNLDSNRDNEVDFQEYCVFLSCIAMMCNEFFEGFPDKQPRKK
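incubation = readout 5 min after mixing, signal stable up to 60 min | system = S100A4 monomer protein | buffer or medium = HEPES pH 7.2 with CaCl2, KCl, NaCl, DTT, Triton | benchmarks = neutral control DMSO, positive control TFP | also added = fluorescent myosin IIA peptide, 5 nM | compound dosing = one concentration per compound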
PglD DTNB – blocks C. jejuni PglD acetyltransferase activity | purified PglD enzyme, DTNB colorimetric CoA detection | inhibition, % at 12.5 µM | hit rate 0.098% among 360,000 | AID 602405; in the data active means inhibition above about 16%, passing the limit was not always enough; inconclusive means no clear call, values can overlap the other calls; further: strong numbers were not always called active
* hit, by the source's call; ? = inconclusive; . = no result given; & = joins results of further samples. Not a hit list; any-hit rate near 2.1%.

SMILES | EWS-Fli inh | ERAP1 inh | PAX8 inh HTS | PGC1a acetyl inh | LGR2 antag | FN deposition inh | S100A4 MyoIIA | PglD DTNB
C#CCOCCOCCOCCNc1nc(N2CCN(C(=O)[C@H](CCCCN)n3cc([C@@H](N)C(C)CC)nn3)CC2)nc(N2CCN(C(=O)[C@H](Cc3ccc(O)cc3)n3cc([C@@H](N)CC(C)C)nn3)CC2)n1 (stereo partly specified) | -8 | -10 | 9 | 3 | 1 | -1 | -3 | 2
COc1ccc(NC(=O)C[C@H]2C(=O)N(c3ccc(Br)cc3)C[C@@H]2C)cc1 | 7 | 2 | 12 | . | ? | 1 | 6 | -4
O=C(CCN1C(=O)c2ccccc2S1(=O)=O)N1CCN(c2cccc(Cl)c2)CC1 | 4 | 0 | 12 | . | 8 | -5 | 32 | -1
Cc1ccc(S(=O)(=O)N(C)C[C@H]2Oc3ccc(NC(=O)C4CCCCC4)cc3C(=O)N([C@H](C)CO)C[C@@H]2C)cc1 | 4 | -6 | -7 | . | -7 | . | 3 | 3
COCCCN1C(=O)C(=O)/C(=C(/O)c2ccc(S(=O)(=O)N3CCCCC3)cc2)C1c1ccc(OC)cc1 (stereo unspecified) | . | 0 | -7 | 10 | -5 | -15 | 0 | -11
O=C(CNS(=O)(=O)c1ccc(F)cc1)N1CCCC1 | -1 | . | 6 | 5 | 0 | -4 | -4 | -3
N#C[C@H]1[C@@H](c2ccccc2)[C@H](CO)N1C(=O)c1ccc2c(c1)OCO2 | 3 | 0 | 6 | 2 | 13 | 8 | -27 | -3
Cc1[nH]c2ccccc2c1C(=O)CSc1ccccn1 | -24 | -2 | -30 | -28 | -26 | -1 | -2 | 0
Cc1c(Br)c([N+](=O)[O-])nn1CC(=O)Nc1ccc2nc3n(c(=O)c2c1)CCCC3 | -19 | 0 | -18 | 7 | -8 | -7 | 3 | 8
COc1ccc2nc(NC(=O)c3ccc([N+](=O)[O-])o3)sc2c1 | -33 | 3 | 30 | . | -19 | 5 | 6 | 3
CC(=O)N(C)C[C@@H]1Oc2cc(C#Cc3ccccn3)ccc2S(=O)(=O)N([C@H](C)CO)C[C@H]1C | -20 | -10 | . | 2 | 2 | . | -8 | 2
CCOC(=O)c1ccccc1-n1nnnc1C | -4 | -5 | 2 | . | -5 | 2 | 0 | .
COc1ccc(-c2csc(C(C)(NC(C)=O)c3ccc(OC)cc3)n2)cc1 (stereo unspecified) | 2 | -2 | -4 | -1 | 3 | -1 | 1 | 6
COc1cccc(/C=N/Nc2nc(-c3cccnc3)nc3ccccc23)c1 | -19 | -1 | -36 | 3 | -2 | 3 | -2 | .
Cc1cccc(NC(=O)CSc2nnc(CSc3nc(C)cc(C)n3)n2Cc2ccco2)c1 | . | . | 10 | -8 | . | 0 | . | 2
O=C(C1CCOCC1)N1C[C@H]2[C@@H](c3ccccc31)[C@@H](CO)N2Cc1ccc(Cl)cc1 | 2 | -1 | 12 | 7 | 8 | . | -8 | 3
CNC[C@@H]1Oc2ccc(NC(=O)Nc3ccc4c(c3)OCO4)cc2CC(=O)N([C@H](C)CO)C[C@H]1C | 4 | 0 | 17 | 5 | 0 | -8 | 2 | 5
CC(=O)Oc1ccccc1C(=O)OCO/N=[N+](\[O-])N1CCC[C@H]1C(=O)O | -2 | 0 | . | 3 | . | . | 1 | -2
O=C(Nc1nnc(-c2ccc3c(c2)OCCO3)o1)C1CCCCC1 | -40 | -3 | -96 | 9 | -26 | -16 | -1 | .
Nc1ccn([C@@H]2O[C@H](CNC(=O)[C@@H](Cc3cccnc3)NC=O)[C@@H](O)[C@H]2O)c(=O)n1 | 1 | 5 | 2 | 1 | 2 | 3 | -3 | 0
O=C1CC[C@@H]2CC(N3CCN(c4ccccc4)CC3)C[C@@H]3CCN1[C@H]23 (stereo partly specified) | -4 | 5 | 8 | 2 | 5 | -4 | 23 | 0
CS(=O)(=O)N(CC(=O)NC1CCCC1)Cc1ccc(F)cc1 | 3 | 2 | 5 | 12 | -16 | -4 | -1 | -9
COCC(=O)N1CC2(C1)[C@H](c1ccc(-c3ccc(C)cc3)cc1)[C@@H](CO)N2C(C)=O | 2 | 1 | -3 | 2 | -6 | -6 | -9 | .
O=C(N/N=C\c1cn[nH]c1-c1ccccc1)c1cccs1 | -7 | 3 | -13 | . | -25 | 5 | 5 | .
CC(NS(=O)(=O)c1ccc2c(c1)C(C)(C)C(=O)N2C)c1ccccc1 (stereo unspecified) | -7 | -2 | 4 | 3 | -5 | 1 | 1 | 3
C[C@H]1CN([C@@H](C)CO)C(=O)Cc2cc(NC(=O)CCC(F)(F)F)ccc2O[C@H]1CN(C)Cc1ccc(C(F)(F)F)cc1 | 1&18 | 4 | 35 | -7 | 1&-23 | 0&-4 | 34 | 3&-6
COCC(=O)Nc1ccc2c(c1)OC[C@@H](C)N(C(=O)c1ccccn1)C[C@@H](C)[C@@H](OC)CN(C)C2=O | 1 | . | 4 | ? | -19 | -3 | . | .
CCOc1ccccc1CNC(=O)CCCn1ccc2cc(S(=O)(=O)N3CCCC3)ccc21 | 12 | -1 | 2 | -2 | 15 | 23 | 6 | -1
COCC1=C(C(=O)OC(C)OC(=O)OC(C)C)N2C(=O)[C@@H](NC(=O)/C(=N\OC)c3csc(N)n3)[C@H]2SC1 (stereo partly specified) | 7 | -2 | -4 | . | -11 | -8 | -4 | 0
CCC(C)NC(=O)Nc1ccc(Br)cc1Cl (stereo unspecified) | -24 | -1 | -18 | . | 19 | -12 | 3 | .
Cc1ccc(N(CC(=O)NCc2ccco2)C(=O)CNS(=O)(=O)c2ccc(F)cc2)c(C)c1 | -1 | -6 | 6 | 5 | 7 | -2 | 3 | -1
COc1ccc2c3c([nH]c2c1)[C@@H](CO)N(C(=O)NC1CCCC1)CC31CN(S(C)(=O)=O)C1 | 15 | -7 | . | -5 | -4 | . | -1 | .
Cc1noc(C)c1S(=O)(=O)Nc1ccc2c(c1)CC(=O)N([C@@H](C)CO)C[C@@H](C)[C@@H](CN(C)CC1CC1)O2 | 6 | 3 | . | 2 | -3 | . | -1 | -5
C[C@@H]1CN([C@@H](C)CO)C(=O)c2cc(NC(=O)Nc3ccc(C(F)(F)F)cc3)ccc2O[C@@H](C)CCCCO[C@@H]1CN(C)S(=O)(=O)c1cccs1 | 0 | 0 | -11 | -2 | 2 | . | -22 | 0
COc1ccc(OC)c(C2=NOC(C(=O)NCc3cccs3)C2)c1 (stereo unspecified) | 3 | -2 | 5 | . | -8 | 7 | -1 | .
COc1ccc(NC(=O)N(C)C[C@@H]2OCCCC[C@H](C)Oc3ccc(NS(C)(=O)=O)cc3C(=O)N([C@@H](C)CO)C[C@@H]2C)cc1 | -11 | 5 | 14 | 0 | -20 | . | 2 | 0
CCn1c(SCC(=O)c2ccc(Br)cc2)nnc1C(C)NC(=O)Cc1ccc(OC)cc1 (stereo unspecified) | . | . | . | -10 | -1 | -4 | . | 2
NC(Cc1cnc[nH]1)c1csc(Nc2ccc(C(F)(F)F)cn2)n1 (stereo unspecified) | 11 | 13 | 15 | 1 | -12 | -2 | -7 | 0
Cc1coc2cc3oc(=O)c(CCC(=O)N4C[C@H]5C[C@@H](C4)c4cccc(=O)n4C5)c(C)c3cc12 | 2 | 4 | . | 10 | -4 | . | 4 | 2
CC(C)NC(=O)N1[C@H](CO)[C@H]2c3ccccc3N(C(=O)Nc3ccc(F)cc3)C[C@H]21 | -5 | 0 | 1 | 3 | -13 | . | -3 | 2
C[C@@H]1CN([C@H](C)CO)C(=O)Cc2cc(NC(=O)C3CC3)ccc2O[C@@H]1CN(C)Cc1ccncc1 | -8 | -2 | -1 | -2 | -2 | . | 3 | -2
C[C@@H]1CCCCO[C@H](CN(C)C(=O)Nc2ccc3c(c2)OCO3)[C@H](C)CN([C@H](C)CO)C(=O)c2cc(NC(=O)c3ccncc3)ccc2O1 | -32 | 1 | . | 7 | 7 | -7 | -9 | 1
COC(=O)c1sc2nc(C)nc(SCC(=O)C(C)(C)C)c2c1C | 16 | 0 | 2 | 6 | 13 | . | 1 | .
COc1cccc(NC(=O)N[C@@H]2CC[C@H](CC(=O)N3CCN(C)CC3)O[C@H]2CO)c1 | 2 | 1 | -18 | -10 | 15 | 8 | 1 | 10
CCOC(=O)CN1C(=O)S/C(=C\c2ccc(-c3ccc(C(=O)O)c(Cl)c3)o2)C1=O | 9 | 7 | -26 | -2 | 10 | 0 | 6 | -15
COc1ccc(C#Cc2cnc3c(c2)C(=O)N([C@@H](C)CO)C[C@H](C)[C@H](CN(C)CC2CCCC2)O3)cc1 | 2 | 2 | . | 1 | 4 | . | 5 | 36
O=C(NC(=S)Nc1cccc2cc(O)ccc12)c1ccccc1Br | 8 | -3 | -14 | 3 | 11 | . | -2 | -1
CO[C@@H]1CN(C)C(=O)c2ccc(NS(=O)(=O)c3ccc(C)cc3)cc2OC[C@@H](C)N(C(=O)NC(C)C)C[C@@H]1C | -3 | . | . | 8 | -1 | -17 | . | .
Cc1oc(-c2nc3ccccc3n2C)cc1C(=O)c1ccccc1 | . | 3 | 18 | -7 | . | -4 | 0 | 0
COCC(=O)Nc1ccc2c(c1)C(=O)N(C)[C@@H]1CC[C@H](CC(=O)NCc3ccccc3)O[C@@H]1CO2 | -2 | 3 | 3 | 6 | -16 | -11 | 0 | 2
C[C@@H](NC(=O)C[C@@H]1C=C[C@H](NC(=O)C2CC2)[C@H](CO)O1)c1ccccc1 | -5 | 1 | -3 | -1 | 9 | -2 | 1 | 8
O=C(C[C@@H]1CC[C@H]2[C@@H](COC[C@@H](O)CN2S(=O)(=O)c2ccc(F)cc2)O1)NCc1ccc(Cl)c(Cl)c1 | 0 | 0 | 52 | 0 | 0 | -2 | -6 | -2
CCOC(=O)C(=O)c1c(-c2ccc(C)cc2)nc2ccccn12 | -27 | . | -22 | . | 1 | 7 | -1 | .
CCOCc1nnc(NC(=O)CS(=O)(=O)c2ccc(C)cc2)s1 | -9 | -2 | -7 | -1 | 2 | 5 | 2 | -8
O=CNc1cc(-c2cccc(F)c2)cn2c(-c3ccc(F)c(Cl)c3)cnc12 | 7 | -2 | 38 | . | -14 | -3 | -3 | 4
Cc1onc(-c2ccccc2)c1C(=O)OCC(=O)NC(=O)c1ccccc1 | 5 | -1 | -5 | . | 8 | 10 | -6 | .
CCC(=O)Nc1ccc2c(c1)C(=O)N(C)[C@@H]1CC[C@H](CC(=O)NC3Cc4ccccc4C3)O[C@@H]1CO2 | 3 | 1 | 12 | 0 | 4 | 2 | -6 | 4
C[C@H]1CCCCO[C@@H](CN(C)S(=O)(=O)c2ccc(F)cc2)[C@@H](C)CN([C@@H](C)CO)C(=O)c2cc(NC(=O)NC3CCCCC3)ccc2O1 | 8 | 3 | 66* | 1 | 4 | -10 | 7 | -1

Single records, as listed above:
COc1ccc(-c2csc(C(C)(NC(C)=O)c3ccc(OC)cc3)n2)cc1 (stereo unspecified) as listed: EWS-Fli inh = 2; ERAP1 inh = -2; PAX8 inh HTS = -4; PGC1a acetyl inh = -1; LGR2 antag = 3; FN deposition inh = -1; S100A4 MyoIIA = 1; PglD DTNB = 6
COc1ccc(C#Cc2cnc3c(c2)C(=O)N([C@@H](C)CO)C[C@H](C)[C@H](CN(C)CC2CCCC2)O3)cc1 as listed: EWS-Fli inh = 2; ERAP1 inh = 2; PAX8 inh HTS = .; PGC1a acetyl inh = 1; LGR2 antag = 4; FN deposition inh = .; S100A4 MyoIIA = 5; PglD DTNB = 36
